Screening data deposited in PubChem BioAssay by several laboratories.
M. tuberculosis GlmU = inhibition of mycobacterial GlmU enzyme – biochemical, glucosamine-1-phosphate acetyltransferase (AID 1376) | 220,000 compounds, 0.25% hits | one-dose inhibition, %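 (tested at 30 µM in the primary screen)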; IC50 in µM for titrated hits | M. tuberculosis GlmU acetyltransferase enzyme assay; higher % means a stronger effect; in the data active = inhibition above about 13%; inconclusive = no clear call, values can overlap the other calls;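 also: 0% = complete reaction with vehicle and 100% = reaction without substrate; strong numbers were not always called active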
RmlCD inh 1536 = blocks M. tuberculosis RmlC and RmlD coupled enzymes | P9WH09+P9WH11 | RmlC+RmlD coupled enzyme assay, percent inhibition; primary screen in compound mixtures | inhibition, % at 3.6 µM | 160,000 compounds, 0.03% hits | AID 1533; in the data active = inhibition mostly above about 34%, no sharp cut-off; inconclusive = no clear call, values can overlap the other calls; inactive = mostly below about 22%; also: some results filed as inactive read as strong as hits
Target sequence (P9WH09 whole entry, looked up): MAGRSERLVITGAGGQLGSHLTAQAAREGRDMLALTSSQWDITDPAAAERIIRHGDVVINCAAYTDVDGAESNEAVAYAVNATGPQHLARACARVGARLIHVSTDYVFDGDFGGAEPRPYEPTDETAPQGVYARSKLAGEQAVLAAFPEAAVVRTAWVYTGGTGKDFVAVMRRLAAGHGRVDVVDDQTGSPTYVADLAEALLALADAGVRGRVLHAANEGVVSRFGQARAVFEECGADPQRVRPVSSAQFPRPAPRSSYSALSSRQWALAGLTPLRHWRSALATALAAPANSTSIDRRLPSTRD
Target sequence (P9WH11 whole entry, looked up): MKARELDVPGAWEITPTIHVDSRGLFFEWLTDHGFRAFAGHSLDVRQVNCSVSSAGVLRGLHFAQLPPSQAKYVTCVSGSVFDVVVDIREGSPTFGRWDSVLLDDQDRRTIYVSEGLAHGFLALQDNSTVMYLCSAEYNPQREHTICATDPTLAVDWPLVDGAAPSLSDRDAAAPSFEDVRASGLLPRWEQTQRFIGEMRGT
* hit, by the source's call; ? = inconclusive; / = no result given. The list is partial, so the mix of outcomes need not match the whole.

SMILES	M. tuberculosis GlmU	RmlCD inh 1536
Cc1cc(C)c2[nH]c(=O)c(C(c3nnnn3Cc3ccc4c(c3)OCO4)N3CCC(C)CC3)cc2c1 (stereo not drawn)	2.1%	8
N#Cc1nc(-c2ccc(Cl)cc2)oc1NCCc1ccccn1	-2.1%	/
Cn1nnnc1SCC(=O)NC1CCCc2ccccc21 (stereo not drawn)	-6.4%	-4
COc1ccc(C(=O)C2CCCN(C(=O)c3cccs3)C2)cc1F (stereo not drawn)	3.0%	-10
Cc1ccccc1N1C(=O)C(Cl)=C(N2CCN(c3ccccc3)CC2)C1=O	2.4%	/
O=C(NCc1ccc2c(c1)OCO2)c1cc(-c2cc(Cl)ccc2O)n[nH]1	2.3%	-9
CCOC(=O)c1sc(N)nc1-c1ccccc1	4.0%	-8
CCOC(=O)c1c(NC(=O)CSc2nnc(-c3cccc(C)c3)n2CC)sc(C(C)=O)c1C	2.6%	-5
Cc1[nH]c2ccccc2c1NC(=O)CN1CCN(Cc2ccc3c(c2)OCO3)CC1	0.3%	33
O=C(C(=O)c1cccnc1)c1cccnc1	-2.2%	/
Cn1c(=O)c2c(n(C)c1=O)=NC1(CCCCC1)N=2	1.9%	5
CC1(C)C=C2[C@H]3CC[C@@H]4[C@@]5(C)CCC(=O)C(C)(C)[C@@H]5CC[C@@]4(C)[C@]3(C)CC[C@@]2(C(=O)O)CC1	5.6%	/
COc1ccc(S(=O)(=O)N(C)CC(=O)Nc2cccc(C(C)=O)c2)cc1C	-5.1%	-5
O=S(=O)(NC1=NCCC1)c1ccc(F)cc1	-4.9%	7
CC(C(=O)NN)c1ccc([N+](=O)[O-])cc1 (stereo not drawn)	2.6%	0
COc1ccc(S(=O)(=O)NCC(=O)N(CC(=O)NC(C)(C)C)Cc2cccs2)cc1	3.9%	-7
Cc1ccsc1/C=C1\SC(=S)N(CC2CCCO2)C1=O (stereo not drawn)	1.0%	-6
COc1ccc(CNC(=O)C/C(C)=N/NC(=O)COc2ccccc2)cc1	6.0%	-5
Cc1ccnc(N(C(=O)Nc2ccccc2)C2=NCC(C)(C)S2)c1	1.5%	5
CCCn1c(SCC(=O)N2c3ccccc3CC2C)nnc1-c1ccco1 (stereo not drawn)	-5.7%	/
O=C(c1cnc2sccn2c1=O)N1CCCc2ccccc21	0.6%	/
Cc1cccc(N/C(N)=N/c2nc(CSc3ccc(Cl)cc3)cc(=O)[nH]2)c1	2.0%	9
COc1ccc2nc(NC(=O)C3CCCN(S(=O)(=O)c4cccs4)C3)sc2c1 (stereo not drawn)	-3.4%	6
O=C(CCc1ccccc1)Nc1ccc(NC(=O)C2CC2)nc1	2.6%	/
Oc1ccc(Cl)cc1/C=C/c1ccc2cccc(O)c2n1	-7.0%	-6

A draw from above in order of count of non-hydrogen atoms, highest first.
SMILES	M. tuberculosis GlmU	RmlCD inh 1536
CC1(C)C=C2[C@H]3CC[C@@H]4[C@@]5(C)CCC(=O)C(C)(C)[C@@H]5CC[C@@]4(C)[C@]3(C)CC[C@@]2(C(=O)O)CC1	5.6%	/
COc1ccc(S(=O)(=O)NCC(=O)N(CC(=O)NC(C)(C)C)Cc2cccs2)cc1	3.9%	-7
COc1ccc(CNC(=O)C/C(C)=N/NC(=O)COc2ccccc2)cc1	6.0%	-5
O=C(NCc1ccc2c(c1)OCO2)c1cc(-c2cc(Cl)ccc2O)n[nH]1	2.3%	-9
O=C(CCc1ccccc1)Nc1ccc(NC(=O)C2CC2)nc1	2.6%	/
Cn1nnnc1SCC(=O)NC1CCCc2ccccc21 (stereo not drawn)	-6.4%	-4
O=C(C(=O)c1cccnc1)c1cccnc1	-2.2%	/

Carrying on:
SMILES	M. tuberculosis GlmU	RmlCD inh 1536
Nc1ccccc1-c1ccccc1N	1.8%	14
Cc1ccc(NC(=O)CCSc2nnc(Cc3ccccc3)o2)cc1	4.8%	-2
Cc1ccc(S(=O)(=O)NCc2ccncc2)cc1C	5.7%	-7
Cc1ccc(NC(=O)c2csc3c2CCCC3)cc1	1.4%	5
CN(C)S(=O)(=O)c1ccc(Cl)c(NC(=O)COC(=O)c2cc(-c3ccccc3)nc3ccccc23)c1	-3.8%	7
O=C1N=c2ccccc2=C1c1sc(=S)n(NC(=O)c2ccccc2)c1O	13%*	-5
CC1Cc2ccccc2N1C(=O)Cn1nnc(-c2ccccc2NC(=O)C2CCC2)n1 (stereo not drawn)	-1.0%	-9
CN(C)CC1CSCCC1(O)c1cccc(Cl)c1 (stereo not drawn)	1.1%	/
O=C(COc1ccc([N+](=O)[O-])cc1)Nc1ccc(C(=O)Nc2ccccc2C(=O)O)cc1	7.7%	-9
Cc1ccc2nc(-c3ccc(NC(=O)CSc4ccccc4)cc3)[nH]c2c1	-4.4%	/
CCOC(=O)Cn1c(=NC(=O)CSC(C)=O)sc2cc(F)ccc21	-0.2%	10
CCC(C)NC(=O)CSc1nc2ccccc2c(=O)n1-c1c(C)n(C)n(-c2ccccc2)c1=O (stereo not drawn)	-0.6%	-17
O=C(O)c1ccc2c(c1)ncn2C1CCCC1	-1.1%	1
CCn1nc(C)cc1-c1nnc(SCC(=O)Nc2ccccc2)n1CCCOC	-6.4%	10
COc1ccc(-c2nnc(-c3ccc(N)cc3)o2)cc1	0.0%	13
CC1CCc2c(sc3nc(SCC(=O)O)n(-c4ccccc4)c(=O)c23)C1 (stereo not drawn)	4.4%	/
Cc1cc(C)c(NC(=O)C2CCCCN2C)c(C)c1 (stereo not drawn)	7.8%	-1
COc1ccc(C(=O)N2CCN=C2SCc2cccnc2)cc1OC	9.5%	3
CCCCn1nnnc1NCc1ccc(OC)c(OC)c1OC	4.7%	/
CC1=NN(C(C#N)c2ccccc2C)C(C)(C)C1 (stereo not drawn)	-0.5%	99
O=C(Cc1ccccc1)NCCN1CCCC1	0.0%	/
CNS(=O)(=O)c1cccc(C(=O)NCC(c2cccs2)N(C)C)c1 (stereo not drawn)	6.8%	9
CCNc1nc(OCCNC(C)=O)nc(N(C)C)n1	1.8%	-12
COC(=O)c1[nH]c2cc(OC)ccc2c1NC(=O)CCN1CCN(Cc2ccc3c(c2)OCO3)CC1	-3.0%	3
CCOc1cc(C(c2c(C)[nH][nH]c2=O)c2c(C)[nH][nH]c2=O)ccc1OS(=O)(=O)c1ccccc1	-3.2%	-4

More results follow:
SMILES	M. tuberculosis GlmU	RmlCD inh 1536
CCCCN(C)CCC(=O)Nc1ccc(C)cc1	-1.2%	-5
O=C(NCc1ccc(N2CCCC2=O)cc1)c1ccc(F)cc1	1.0%	-2
c1ccc(Cc2nc3ccccc3o2)cc1	6.0%	/
C=CCC1C(=O)NC(=S)NC1=O	3.2%	-5
COC(CNC(=O)c1cc(C)nn1-c1ccccc1)OC	-3.3%	/
O=C(CSc1ccc(-c2ccc(Cl)cc2)nn1)N1CCCc2ccccc21	1.8%	37
CC(C)CN1CCN(Cc2nc3ccccc3s2)CC1CCO (stereo not drawn)	-0.2%	-10
COc1ccc(Nc2nc3ccccc3nc2-n2nc(C)cc2C)cc1	-1.9%	10
Cc1nnc(NC(=O)c2ccc(C)c(S(=O)(=O)N3CCCCCC3)c2)s1	0.7%	8
CCOC(=O)CNC(=O)CSc1ncnc2c1cnn2-c1ccc(Cl)cc1	1.8%	21
COc1ccc(C(C)=O)cc1CSc1ncccn1	-2.5%	-1
Nc1ccc2c(c1)N=[N+]([O-])c1cc(N)ccc1C2	4.8%	/
CC(=O)c1ccc(N2C(=O)NC3(CCCCC3)C2=O)cc1	-0.2%	/
O=C1c2ccc([N+](=O)[O-])cc2C(=O)N1c1c[nH]c(=O)[nH]c1=O	1.3%	/
Cc1cccc(OCC(=O)N(Cc2cccs2)C2CCS(=O)(=O)C2)c1C (stereo not drawn)	9.6%	-7
COc1cc(C(=O)N2CCN(S(=O)(=O)c3ccc(F)cc3)CC2)cc(OC)c1OC	1.2%	-11
Cc1ccc(C(=O)NCCc2nnc3ccc(SCC(=O)Nc4cc(C)on4)nn23)cc1	0.4%	8
CSc1cccc(NS(=O)(=O)c2ccccc2)c1	0.6%	-10
CC(=O)c1c(C)nc2ccccc2c1N	0.0%	/
CCC1CCCCN1C(=O)CSc1nc2c([nH]c3ccccc32)c(=O)n1C (stereo not drawn)	2.2%	/
O=C(Cn1cccc1C(=O)c1ccccc1)NCCN1CCOCC1	7.3%	4
Cc1[nH]c2ccc(C(C)C)cc2c1CC(=O)O	6.4%	26
O=C(Cn1cnc([N+](=O)[O-])n1)NC1CC1	2.8%	7
Cc1ccc(/C(O)=C2\C(=O)C(=O)N(CCc3c[nH]c4ccccc34)C2c2cccnc2)cc1 (stereo not drawn)	5.7%	-37
COc1ccc(NC(=O)/C(C#N)=C\c2cc(OC)c(OCc3ccc(C(=O)O)cc3)cc2Br)cc1	1.8%	4

Remaining list, next part
SMILES	M. tuberculosis GlmU	RmlCD inh 1536
CCOC(=O)Cc1csc(NC(=S)NC(=O)CC(C)C)n1	0.0%	10
Cc1ccc2nnc(Cl)n2n1	/	21
CC(C(=O)Nc1cccnc1)C1Sc2ccccc2NC1=O (stereo not drawn)	4.8%	/
COc1ccc(C(C(=O)NC(C)(C)C)N(C(=O)CNC(=O)c2cccs2)c2ccc(C)cc2)cc1OC (stereo not drawn)	3.4%	5
Cn1c(=O)[nH]c(=O)c2c1nc(NCCCO)n2Cc1ccc(F)cc1	1.9%	/
CC12CCC(C(=O)N(NC(=O)c3cccnc3)C1=O)C2(C)C (stereo not drawn)	1.5%	/
Cc1ccc(-c2nn(C)c(=O)c3ccccc23)cc1CO	3.1%	/
Cc1cccc(NC(=O)c2nc[nH]c2C(=O)N[C@@H](CCCCNC(=O)OC(C)(C)C)C(=O)OC(C)(C)C)c1	-1.3%	-11
O=C(NC(Nc1nc2ccc([N+](=O)[O-])cc2s1)(C(F)(F)F)C(F)(F)F)c1ccccc1	-4.8%	-1
COc1ccccc1Nc1nc(-c2cccc(N3C(=O)c4ccccc4C3=O)c2)cs1	3.4%	/
c1cnn(Cc2cnc(N3CCOCC3)s2)c1	-9.8%	8
Cc1cc(C)c(NC(=O)c2cnn(C)c2)c(C)c1	-3.8%	-6
Cc1cccc(OCc2n[nH]c(=S)o2)c1C	0.8%	8
CS(=O)(=O)c1ccccc1C(=O)N1CCN(Cc2ccccc2)CC1	-4.0%	0
COc1cc(OC)cc(C(=O)OCn2nnc3ccccc3c2=O)c1	-0.7%	-11
O=C(CCCn1c(SCC(=O)c2ccc(O)c(O)c2)nc2ccccc2c1=O)NCC1CCCO1 (stereo not drawn)	3.3%	/
Cc1nc2c(S(=O)(=O)c3ccccc3)cnn2c(C)c1C	4.4%	5
O=c1[nH]c(N/N=C\c2ccc(F)cc2)nc2ccccc12	3.0%	/
Cc1ccc(C(=O)CN(C(=O)c2ccc(Cl)cc2)N2C(=O)c3ccccc3C2=O)cc1	-5.2%	-5
CNC(=O)c1ccccc1S(=O)c1ccccc1COC(C)=O (stereo not drawn)	-6.4%	7
c1ccc(-c2cnc(-c3ccccn3)nn2)cc1	-2.2%	/
CN=C(Nc1ccccc1)SC1CC(=O)N(c2cccc(OC)c2)C1=O (stereo not drawn)	-7.5%	-9
CCOC(=O)C1=C(C)NC(C)=C(C(=O)OCC)C1C(=O)OCC(=O)c1ccc2c(c1)OCCO2	4.8%	/
Cn1c(=O)cc(OCC(=O)N2CCN(c3cccc(C(F)(F)F)c3)CC2)c2ccccc21	0.5%	/
Cc1nn(-c2ccccc2)c(N)c1C1(O)C(=O)N(C)c2ccccc21 (stereo not drawn)	4.8%	/

Additional entries follow.
SMILES	M. tuberculosis GlmU	RmlCD inh 1536
O=C(NCCn1ccc2ccccc21)c1ccc2c(c1)OCO2	-2.6%	/
C[C@]12CC[C@@H]3c4ccc(O)c(O)c4CC[C@H]3[C@@H]1CC[C@@H]2O	6.1%	4
Cc1ccccc1Oc1ncccc1C(=O)/C(C#N)=C/N(C)C	3.1%	0
C/C(=N\NC(=S)NC1CCCCC1)c1c(F)cccc1F	0.6%	2
O=C(NC1CCCc2ccccc21)c1cccc(S(=O)(=O)N2CCN(c3ccccc3)CC2)c1 (stereo not drawn)	3.7%	2
CCCn1c(SCc2cc(=O)oc3ccc4ccccc4c23)n[nH]c1=O	2.2%	32
N#CC1C(C#N)N2CCCN2C1c1ccc(Cl)cc1 (stereo not drawn)	0.2%	?
CCCCN1C(=O)c2ccc(C(=O)Nc3c(N)n(CCCC)c(=O)n(C)c3=O)cc2C1=O	0.6%	/
COc1ccc(NC(=S)NCc2ccco2)c(OC)c1	7.4%	-15
COc1ccc(C2CC(=O)Oc3c(C(CCN4CCN(c5ccccc5)CC4)c4ccc(N(C)C)cc4)c(OC)cc(OC)c32)cc1 (stereo not drawn)	7.9%	/
Cc1cccc(N2CCN(C(=O)c3ccc4nc(-c5ccco5)c(-c5ccco5)nc4c3)CC2C)c1 (stereo not drawn)	-1.0%	/
COc1ccc([N+](=O)[O-])cc1NC(=O)C(C)OC(=O)C1c2ccccc2Oc2ccccc21 (stereo not drawn)	1.9%	/
CC(=O)Nc1cccc(OCC(=O)NS(=O)(=O)c2ccc(C)cc2)c1	-0.2%	-5
Cc1csc(N(C)C(=O)CSc2nnc(COc3cccc4ccccc34)o2)n1	0.5%	-4

Record cards, from the list above.
Profile of N#CC1C(C#N)N2CCCN2C1c1ccc(Cl)cc1 (stereo not drawn) : M. tuberculosis GlmU: 0.2%; RmlCD inh 1536: ?
Profile of C[C@]12CC[C@@H]3c4ccc(O)c(O)c4CC[C@H]3[C@@H]1CC[C@@H]2O : M. tuberculosis GlmU: 6.1%; RmlCD inh 1536: 4
Profile of Cc1cccc(N2CCN(C(=O)c3ccc4nc(-c5ccco5)c(-c5ccco5)nc4c3)CC2C)c1 (stereo not drawn) : M. tuberculosis GlmU: -1.0%; RmlCD inh 1536: /
